# High-throughput results as filed in PubChem BioAssay.
# V1aR counter – activates human V1a receptor in oxytocin agonist counter-screen | CHO-V1R cells, Fluo-8 calcium fluorescence, agonist mode; 0% DMSO, 100% 3 nM vasopressin | P37288 | 0.25% of 320,000 active | activation, % at 3 µM;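 active means activation above the mean activation of all tested compounds plus 3 SD, per screening run, cut at about 20% in these data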;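 further: signal is peak over basal fluorescence ratio across a 100 second FLIPR read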
# GalR3 antagonist – human GalR3 antagonism. O60755. HEK293 GalR3-CNG cAMP membrane potential fluorescence; galR3 body fused to GalR1 C-terminus. inhibition, % at 3 µM. 0.44% of 360,000 active;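 active means inhibition above the screen-wide average plus 3 SD, cut at about 13% in these data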;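 further: forskolin and galanin both at EC90 stimulate the cells; cAMP rise reported by CNG channel membrane potential dye signal; 0% = forskolin plus galanin with DMSO and 100% = forskolin alone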
# Target sequence (O60755 1-299 limits assumed): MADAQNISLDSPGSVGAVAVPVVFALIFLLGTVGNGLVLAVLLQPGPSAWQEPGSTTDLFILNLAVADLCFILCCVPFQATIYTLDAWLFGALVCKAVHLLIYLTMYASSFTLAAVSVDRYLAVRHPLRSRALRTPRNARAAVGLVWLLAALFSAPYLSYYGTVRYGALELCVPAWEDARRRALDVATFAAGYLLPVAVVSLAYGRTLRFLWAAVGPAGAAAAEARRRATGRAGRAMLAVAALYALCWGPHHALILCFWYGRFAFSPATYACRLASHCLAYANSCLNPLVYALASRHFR
# OXTR ag – human OXTR agonism; AID 2435; P30559; CHO-OTR cells, Fluo-8 calcium fluorescence; normalized: DMSO 0%, oxytocin 100%; 0.32% of 320,000 active; activation, % at 3 µM;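 active means activation above the mean of all tested compounds plus 3 SD, cutoff set per screening run, cut at about 20% in these data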;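 further: peak over basal fluorescence ratio from a 100 s FLIPR kinetic read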
# Target sequence (P30559 whole entry, looked up): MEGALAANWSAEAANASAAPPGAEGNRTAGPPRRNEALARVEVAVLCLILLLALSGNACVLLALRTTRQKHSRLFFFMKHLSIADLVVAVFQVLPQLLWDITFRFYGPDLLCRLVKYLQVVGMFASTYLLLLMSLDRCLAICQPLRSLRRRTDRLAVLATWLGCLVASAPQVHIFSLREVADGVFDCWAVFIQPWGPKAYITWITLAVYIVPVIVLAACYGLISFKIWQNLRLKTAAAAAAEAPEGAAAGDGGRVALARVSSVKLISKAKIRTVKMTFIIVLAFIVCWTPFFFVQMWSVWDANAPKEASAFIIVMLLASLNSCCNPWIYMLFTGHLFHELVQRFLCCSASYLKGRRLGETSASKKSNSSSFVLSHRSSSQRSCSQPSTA
# * = called active by the depositor.
SMILES,V1aR counter,GalR3 antagonist,OXTR ag
CCN1C(=O)[C@H]2[C@@H](c3ccc(-c4ccc(Cl)c(Cl)c4)cc3)N3CCCC[C@@]3(C(=O)OC)[C@H]2C1=O,-0.9,-3,-0.5
COc1ccc(-c2cccc(NC(=O)c3ccc4c(c3)OCO4)c2)nn1,-0.8,-3,-2.3
COc1ccc(Cl)cc1S(=O)(=O)N1CCN(C(=O)c2n[nH]c(=O)c3ccccc23)CC1,1.5,-2,0.8
CCOC(=O)[C@@H]1[C@H]2COc3cc(OC)ccc3[C@H]2N2C(=O)N(c3ccc(C(F)(F)F)cc3)C(=O)[C@]12C,11,-7,8.5
COc1ccc(CCNC(=O)C(=O)NCCC2CCCCN2S(=O)(=O)c2cccs2)cc1 (stereo not drawn),2.4,-5,-1.2
CCOC(=O)c1c(C)[nH]c(C(C)=NNC(=O)Cn2nc(C)cc2C)c1C,-1.3,2,-0.8
CCOc1ccc(NC(=O)CN(C)C(=O)c2ccc(N3CCCCCC3)c([N+](=O)[O-])c2)cc1OCC,0.8,-5,-2.1
CC(C)NC(=O)Nc1ccc2c(c1)C(=O)N([C@H](C)CO)C[C@H](C)[C@@H](CN(C)C(=O)Nc1ccccc1)O2,0.8,-3,1.3
CC1CC(C)CN(C(=O)c2cc(S(=O)(=O)N3CCCCC3)ccc2Cl)C1 (stereo not drawn),-1.4,0,-2.4
O=C(COC(=O)c1ccc(Cl)nc1)Nc1cc(S(=O)(=O)N2CCOCC2)ccc1Cl,3.1,-3,2.9
CN(C)S(=O)(=O)c1ccc(N2CCCC2)c(C(=O)Nc2ccc(Br)cc2F)c1,-0.6,-4,-3.1
O=C(NCCC1CCCCN1S(=O)(=O)c1ccc(F)cc1)C(=O)NC1CC1 (stereo not drawn),-1.1,-3,-0.8
COc1ccc(S(=O)(=O)N(C)C[C@H]2Oc3ccc(NC(=O)C4CC4)cc3C(=O)N([C@H](C)CO)C[C@@H]2C)cc1,2.0,2,-0.1
COc1cccc(CCc2nc3ccccc3c(=O)n2N)c1,5.1,4,0.2
Cc1ccc(NC(=O)COC(=O)CCc2c(C)nc3nc(N)nn3c2C)cc1C,0.0,1,-0.9
CC(Sc1nc2ccccc2c(=O)n1CC1CCCO1)C(=O)Nc1ccc(S(N)(=O)=O)cc1 (stereo not drawn),0.1,-3,0.6
CCCCn1c(N)c(N(CC(C)C)C(=O)c2cc(=O)[nH]c3ccccc23)c(=O)[nH]c1=O,1.0,5,1.1
CC(C)C(C)NC(=O)CSc1ccc(S(=O)(=O)N2CCOCC2)cn1 (stereo not drawn),0.4,-5,0.3
CCCCN(C(=O)Cc1ccc(S(=O)(=O)N2CCOCC2)s1)c1c(N)n(CCCC)c(=O)[nH]c1=O,-1.1,-4,-1.3
CCN(CC(=O)NCc1cccs1)C(=O)c1ccc(-c2cccc(C(F)(F)F)c2)o1,1.1,-5,-2.1
CN(CC(=O)Nc1c(Cl)cccc1Cl)C(=O)c1ccc(-n2cncn2)c([N+](=O)[O-])c1,-0.3,-2,-0.6
Cc1ccc(S(=O)(=O)CCC(=O)OCC(=O)NCc2ccccc2)cc1,-0.3,-4,-0.3
O=C(CCNC(=O)c1ccc(Br)cc1)Nc1ccc(S(=O)(=O)Nc2ncccn2)cc1,-0.8,-3,-1.1
COc1ccc(C)cc1-n1nnnc1SCC(=O)NC1CCS(=O)(=O)C1 (stereo not drawn),0.7,-2,-0.7
CN(Cc1ccc(C(C)(C)C)cc1)C(=O)Cc1ccc(S(=O)(=O)N2CCOCC2)s1,3.8,-5,4.0
O=C(OCC#CCSc1nnc(-c2cccc3ccccc23)o1)c1ccc(F)cc1,4.0,-1,6.1
COc1cccc(C(=O)Nc2cc3c4c(c2)CC(=O)N4CCC3)c1,-0.1,-4,-0.1
CN(C)CCN[C@H]1CCC2C3CC=C4C[C@@H](O)CC[C@]4(C)C3CC[C@@]21C (stereo partly drawn),0.9,-7,3.1
O=C(COC(=O)c1cc([N+](=O)[O-])ccc1N1CCOCC1)c1ccc(F)cc1,0.1,-7,-1.5
CCOc1ccc(S(=O)(=O)N2CCCC(C(=O)NCC3CCCO3)C2)cc1Cl (stereo not drawn),1.1,-3,-0.4

# One compound at a time (already shown). Values in the order: V1aR counter, GalR3 antagonist, OXTR ag
# CC(C)C(C)NC(=O)CSc1ccc(S(=O)(=O)N2CCOCC2)cn1 (stereo not drawn) is listed as 0.4, -5, 0.3
# COc1cccc(C(=O)Nc2cc3c4c(c2)CC(=O)N4CCC3)c1 is listed as -0.1, -4, -0.1
# O=C(OCC#CCSc1nnc(-c2cccc3ccccc23)o1)c1ccc(F)cc1 is listed as 4.0, -1, 6.1

# More compounds follow.
SMILES,V1aR counter,GalR3 antagonist,OXTR ag
COc1ccc(Cl)cc1NC(=O)COC(=O)C1CCCCC1,-0.2,-5,-2.1
COc1ccc2ccc(=O)oc2c1CC(=O)C(C)C,0.4,-3,-0.1
N#Cc1ccc(NCC(=O)Nc2ccc(S(=O)(=O)N3CCCCC3)cc2)cc1,11,-5,6.7
CCc1ccccc1Nc1nc(N)nc(COC(=O)CCS(=O)(=O)c2ccccc2)n1,3.8,2,-1.9
Cc1cc(C)cc(C(=O)OCC(=O)NCc2ccco2)c1,-1.2,-7,-1.7
CCCN(CC(=O)Nc1ccccc1C)C(=O)/C=C/c1ccc(OCC)c(OC)c1,-0.3,-7,-1.7
CC(C)(C)[C@H]1COC(=O)[C@@H](Cc2ccc(F)cc2)C/C=C\C[C@@H](CC(=O)N[C@@H](CO)Cc2ccccc2)C(=O)N1,0.6,-6,-0.6
O=C(COC(=O)c1cc2ccccc2cc1O)NCc1ccccc1,4.3,-5,18
CCC(=O)NC(C)c1cc(Cl)c2ccccc2c1O (stereo not drawn),1.1,-5,1.9
O=C(COC(=O)C1CCN(S(=O)(=O)c2cccs2)CC1)Nc1ccc(F)cc1Cl,9.5,-1,10
COc1ccc2c(C)cc(SCC(=O)NCC3CCCO3)nc2c1 (stereo not drawn),0.2,-5,-0.8
COc1ccc(-c2sc3ccc(OC)cc3c2C#Cc2ccccn2)cc1,3.7,-7,1.3
CS(=O)(=O)c1ccccc1-c1csc(N2CCC(C(N)=O)CC2)n1,-0.1,-2,1.6
O=C(NCCc1ccc(Cl)cc1)C1=CC=CN2CCS(=O)(=O)N=C12,-0.1,-1,1.6
COc1cc(OC)cc(C(=O)NCC(C)NC(=O)c2cc(OC)cc(OC)c2)c1 (stereo not drawn),-0.3,-2,-2.0
CCCCn1nc(C(=O)Nc2cccc(C(=O)NC3CC3)c2)c2ccccc2c1=O,0.3,-5,-2.0
CC(Sc1ncnc2sccc12)C(=O)Nc1ccc(S(N)(=O)=O)cc1 (stereo not drawn),1.4,-7,2.6
COCCN(C(=O)COC(=O)Cc1coc2cc(C)ccc12)c1c(N)n(Cc2ccccc2)c(=O)[nH]c1=O,0.1,-3,0.0
O=C(COC(=O)c1n[nH]c2ccccc12)Nc1ccccc1F,2.9,-3,3.3
Cc1ccc(C(=O)OCC(=O)NC(=O)c2ccccc2)o1,0.5,-3,0.3
O=S(=O)(Nc1ccccc1N1CCOCC1)c1c(F)cc(F)cc1Br,-0.2,-5,-0.9
CCOc1ccccc1OCC(=O)NN=C1CCCC(=O)C1,-0.4,-8,0.1
O=C(Nc1cccc(C2=NCCN2)c1)Nc1cccc(C2=NCCN2)c1,0.0,-4,-0.3
O=C(COC(=O)c1cccnc1Cl)Nc1ccc(S(=O)(=O)N2CCOCC2)cc1,2.4,-4,2.6
COc1ccccc1C(=O)COC(=O)c1nc2nc(C)cc(C)n2n1,0.8,-2,0.6
Cc1cc(OCC(=O)OCC(=O)NC2CCCC2)ccc1Cl,5.7,-8,9.0
CC(C)(C)C(=O)CSc1ccc(S(=O)(=O)N2CCCC2)cn1,1.7,-6,-0.5
O=C(CN1C(=O)NC2(CCCCC2)C1=O)Nc1nc2c(F)cc(F)cc2s1,0.0,-3,1.0
CCCNC(=O)C(CC)NC(=O)c1ccc(C#N)cc1 (stereo not drawn),0.1,-7,1.0
Cc1cc(=O)oc2cc(OC(C)C(=O)NC3(C#N)CCCCC3)ccc12 (stereo not drawn),-0.3,-1,-0.1
CCCn1c(N)c(N(CCOC)C(=O)c2cc(Cl)nc3ccccc23)c(=O)[nH]c1=O,0.1,-4,-0.3
Cc1ccc(NS(=O)(=O)c2cccc(C(=O)NCC(c3ccc(F)cc3)N3CCOCC3)c2)cc1 (stereo not drawn),-1.0,-4,-0.1
COc1ccc(C(CNC(=O)c2cc(S(=O)(=O)NCc3ccco3)ccc2C)N(C)C)cc1 (stereo not drawn),-0.2,-8,-0.9
CC(C(=O)N1CCCC1)N1CCN(S(=O)(=O)c2ccc(C(C)(C)C)cc2)CC1 (stereo not drawn),6.2,-7,-0.2
COC(=O)c1c(C)[nH]c(C(=O)CN2C(=O)C3CC=CCC3C2=O)c1C (stereo not drawn),0.0,-5,1.2
Cc1nn(-c2ccccc2)c(Cl)c1C(=O)NNC(=O)c1ccccc1O,2.7,0,0.9
CCCCn1c(N)c(N(CCOC)C(=O)c2cc(-c3ccc(C)cc3)nc3ccccc23)c(=O)[nH]c1=O,0.2,3,-0.9
O=C1/C(=C/c2cccnc2)Cc2ccc(Cl)cc21,1.7,-4,1.0
Oc1cc(Nc2ccccc2)cc2cccnc12,0.6,-8,0.1
COc1ccc(C(=O)Nc2ccncc2)cc1S(=O)(=O)N1CCOCC1,0.5,-6,0.9
Cc1ccc(S(=O)(=O)NCCC(=O)N2CCC(Cc3ccccc3)CC2)cc1,9.1,-1,-1.4
CN(Cc1ccccc1)C(=O)COC(=O)c1cc2ccccc2oc1=O,0.5,-2,1.1
COc1ccc2nc(NC(=O)c3cccc(N4C(=O)CCC4=O)c3)sc2c1,3.2,-2,5.4
COc1ccc(C(=O)COC(=O)c2cnc(C)cn2)c(OC)c1,0.1,-5,-0.1
CCn1c(C)nc2cc(C(=O)NNC(=O)c3ccc(C)cc3)ccc21,0.1,0,0.2
C/C(=N\NC(=O)COc1cccc(Br)c1)c1ccc2c(c1)OCCO2,0.4,-3,1.0
CC[C@@H]1C=C(C(=O)O)[C@H](c2ccc(Cl)c(Cl)c2)N1S(=O)(=O)c1ccc(C)cc1,-0.1,-4,0.7
Cc1c(C(=O)N2CCCC(C(F)(F)F)C2)oc2ccccc12 (stereo not drawn),-0.5,-8,-1.2
COc1ccccc1C(CNC(=O)CNC(=O)c1ccc(C)c(C)c1)N1CCCC1 (stereo not drawn),1.0,4,1.2
O=C(OCc1ccc([N+](=O)[O-])cc1)C1CC(=O)N(Cc2ccccc2)C1 (stereo not drawn),1.4,2,1.4
CCOC(=O)c1c(NC(=O)COC(=O)c2cnc(C)cn2)sc(C(=O)N(C)C)c1C,-0.5,-4,-0.3
CCN(CC)c1nc(NN)nc(Nc2ccc(C)c(Cl)c2)n1,-0.2,0,-3.4
Cc1ccc(C(=O)NNC(=O)c2ccc(NS(=O)(=O)c3cccs3)cc2)s1,0.8,-5,0.1
COc1ccc(CCN(C)C(=O)C(CCSC)NC(=O)c2ccco2)cc1OC (stereo not drawn),-0.5,-8,-1.3
CCc1cc(Cn2nc(-c3ccccc3)cc2C(=O)NCc2ccc(C)cc2)on1,1.9,-5,0.3
Cc1noc(C)c1COC(=O)c1ccc(F)c(S(=O)(=O)N2CCOCC2)c1,1.5,-2,1.2
COc1ccc(NC(=O)CSc2nnc3ccc(-c4cccnc4)nn23)cc1,0.1,-4,-0.9
CC(=O)Nc1ccc(S(=O)(=O)N(C)CC(=O)Nc2ccc(Br)cc2F)cc1,8.4,-3,8.4
CCCN(CC(=O)Nc1ccccc1C)C(=O)CCCc1c[nH]c2ccccc12,3.4,-2,4.8
COC(=O)[C@@]12CCCN1[C@H](c1ccc(-c3ccc(OC)cc3)c(OC)c1)[C@@H]1C(=O)N(C)C(=O)[C@@H]12,1.4,-6,6.2
CCN(C(=O)COC(=O)c1cc(C)oc1C)c1c(N)n(Cc2ccccc2)c(=O)[nH]c1=O,-0.6,-5,0.3
COc1cccc(C(=O)OCC(=O)Nc2ccc3c(c2)OCCO3)c1,1.9,-1,-0.1
CC(=O)C[C@H](O)CC(=O)[C@H]1OC(=O)[C@H](C)C/C=C\Cc2ccccc21,-0.3,-3,-0.1

# Ordered by number of heavy atoms (smallest number first): part of the list above.
SMILES,V1aR counter,GalR3 antagonist,OXTR ag
COc1cccc(C(=O)OCC(=O)Nc2ccc3c(c2)OCCO3)c1,1.9,-1,-0.1
O=C(OCc1ccc([N+](=O)[O-])cc1)C1CC(=O)N(Cc2ccccc2)C1 (stereo not drawn),1.4,2,1.4
COC(=O)[C@@]12CCCN1[C@H](c1ccc(-c3ccc(OC)cc3)c(OC)c1)[C@@H]1C(=O)N(C)C(=O)[C@@H]12,1.4,-6,6.2

# Only OXTR ag, for some of the entries so far:
compound,OXTR ag
CC(=O)C[C@H](O)CC(=O)[C@H]1OC(=O)[C@H](C)C/C=C\Cc2ccccc21,-0.1
COc1ccc(CCN(C)C(=O)C(CCSC)NC(=O)c2ccco2)cc1OC (stereo not drawn),-1.3
O=C(OCc1ccc([N+](=O)[O-])cc1)C1CC(=O)N(Cc2ccccc2)C1 (stereo not drawn),1.4
C/C(=N\NC(=O)COc1cccc(Br)c1)c1ccc2c(c1)OCCO2,1.0
CCCN(CC(=O)Nc1ccccc1C)C(=O)CCCc1c[nH]c2ccccc12,4.8
CCN(CC)c1nc(NN)nc(Nc2ccc(C)c(Cl)c2)n1,-3.4
COc1cccc(C(=O)OCC(=O)Nc2ccc3c(c2)OCCO3)c1,-0.1

# These rows are one share of the data; count on the stated rates, not on these rows.
